FXN GAA850 act = FXN promoter activators, primary screen, cell-based, luciferase luminescence, HEK293 lucGAA850. HEK293 lucGAA850 FXN promoter luciferase reporter, 24 h; percent of 10 µM SAHA response. activation, % at 6 µM. hit rate 0.56% among 360,000;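 active = activation above the average of all compounds screened plus 3 SD, cutoff fixed separately per campaign, cut at about 7.5% in these data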;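 also: 0% = DMSO wells and 100% = 10 µM SAHA wells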
NR1D1 modulator = modulators of Rev-erb alpha DNA binding, primary screen, biochemical, FITC-DNA, fluorescence polarization, uHTS; hit rate 0.79% among 370,000; activity, % at 10 µM; Nuclear receptor subfamily 1 group D member 1 (Homo sapiens), P20393; Rev-erbα–FITC-DNA binding, 90 min;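 active = activity above about 14%, limit read from the data; passing the limit was not always enough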;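 also: 0% = DMSO wells with 35 nM protein and 100% = DMSO wells with 750 nM protein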
Target sequence (P20393 whole entry, looked up): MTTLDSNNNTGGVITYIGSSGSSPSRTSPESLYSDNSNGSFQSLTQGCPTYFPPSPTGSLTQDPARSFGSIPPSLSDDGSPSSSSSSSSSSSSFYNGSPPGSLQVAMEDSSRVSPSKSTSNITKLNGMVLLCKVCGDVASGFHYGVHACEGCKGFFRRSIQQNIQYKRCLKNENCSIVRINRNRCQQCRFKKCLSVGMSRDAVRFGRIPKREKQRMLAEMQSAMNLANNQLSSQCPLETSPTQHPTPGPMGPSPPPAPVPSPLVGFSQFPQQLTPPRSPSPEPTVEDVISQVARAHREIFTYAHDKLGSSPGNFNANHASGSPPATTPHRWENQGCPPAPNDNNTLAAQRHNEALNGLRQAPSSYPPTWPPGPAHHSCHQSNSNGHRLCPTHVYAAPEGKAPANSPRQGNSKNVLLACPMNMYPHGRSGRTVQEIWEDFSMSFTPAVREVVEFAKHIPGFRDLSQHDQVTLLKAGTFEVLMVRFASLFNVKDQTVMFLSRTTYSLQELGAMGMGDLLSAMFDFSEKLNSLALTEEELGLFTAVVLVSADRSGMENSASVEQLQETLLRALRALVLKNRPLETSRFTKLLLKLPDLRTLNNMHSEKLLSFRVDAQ
HGIII-sPLA2 inh = human group III sPLA2 inhibitors, primary screen, biochemical, QFRET, BODIPY PC-A2 liposome substrate | Group 3 secretory phospholipase A2 (Homo sapiens), Q9NZ20 | QFRET BODIPY PC-A2 liposome hydrolysis, fluorescence | inhibition, % at 12.2 µM | hit rate 0.56% among 370,000 | AID 743126, 2013;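 active = inhibition above mean plus 3 SD of compounds lying within the high and low control bounds, cut at about 19% in these data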;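 also: 0% = median of test compound wells and 100% = no enzyme DMSO wells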
PLCb3 inh = human PLC-beta3 inhibitors, primary screen, biochemical, fluorescence; Purified PLC-beta3, fluorogenic substrate; AID 720704, 2013; inhibition, % at 12.2 µM; hit rate 0.18% among 370,000; in the data active = inhibition above about 11%;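 also: 0% = median of compound wells on plate and 100% = full blocker control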
hcDAF12 agonist = H. contortus DAF-12 nuclear receptor activators, primary screen, cell-based, luminescence, HEK293, lit1-tk-luc reporter; activation, % at 6.8 µM; HEK293 hcDAF-12 lit1-tk-luc reporter; 0% DMSO, 100% Δ7-dafachronic acid; hit rate 1.4% among 370,000;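 active = activation above the mean of all tested compounds plus 3 SD, cut at about 5.5% in these data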;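 also: 100% = response to 3 µM Δ7-dafachronic acid high control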
DAX1 inh-1 = DAX1 (NR0B1) inhibitors on StAR promoter, primary screen, cell-based, luminescence, SF-1 (NR5A1), full-length DAX-1; inhibition, % at 6.8 µM; hit rate 1.1% among 370,000; HEK293T StAR-luciferase reporter, SF-1/DAX-1 repression relief; AID 652010, 2013;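 active = inhibition above the mean over all tested compounds plus 3 SD, cut at about 3.6% in these data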;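 also: 0% = DAX-1 cells with DMSO and 100% = cells lacking DAX-1 with DMSO; higher inhibition means more luminescence from relief of DAX-1 repression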
hgDAF12 agonist = H. glycines DAF-12 receptor agonists, primary screen, cell-based, luminescence, HEK293, GAL4 fusion, UAS-luciferase | hit rate 1.8% among 370,000 | Nuclear hormone receptor DAF-12 (Heterodera glycines), GAL4 fusion | activation, % at 6.8 µM | HEK293 GAL4-hgDAF12 UAS-luciferase reporter, agonist luminescence; normalized to butyrate control;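 active = activation above a cutoff set at the mean of all screened compounds plus 3 SD, cut at about 10% in these data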;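 also: 0% = DMSO wells and 100% = sodium butyrate wells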
DAX1 inh-2 = DAX1 (NR0B1) inhibitors, primary screen, cell-based, HEK293, Gal4-DAX1, luciferase luminescence | AID 504766, 2011 | inhibition, % at 6.75 µM | HEK293 Gal4-DAX1 luciferase reporter | Nuclear receptor subfamily 0 group B member 1 (Homo sapiens), P51843 | hit rate 0.99% among 340,000;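 active = inhibition above the mean over all tested compounds plus 3 SD, cut at about 4.2% in these data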;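 also: 0% = DAX1-transfected cells with DMSO and 100% = empty-vector control cells with DMSO; inhibition shows as a rise in luminescence from relieved DAX1 repression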
Target sequence (P51843 207-470 limits assumed): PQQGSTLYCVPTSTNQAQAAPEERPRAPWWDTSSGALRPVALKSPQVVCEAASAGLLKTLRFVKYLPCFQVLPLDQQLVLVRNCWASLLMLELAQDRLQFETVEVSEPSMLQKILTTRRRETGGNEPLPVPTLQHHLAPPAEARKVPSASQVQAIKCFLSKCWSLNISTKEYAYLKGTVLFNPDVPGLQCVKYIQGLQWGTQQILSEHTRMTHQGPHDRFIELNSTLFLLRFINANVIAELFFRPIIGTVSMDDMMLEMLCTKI
PG9 Ab binder = binders of HIV-1 gp120 antibody PG9, primary screen, biochemical, TR-FRET | TR-FRET gp120-PG9 antibody binding | hit rate 0.43% among 360,000 | inhibition, % at 6.7 µM; in the data active = inhibition above about 8.5%
SMARCA2 activ = SMARCA2 (BRM) function activators, primary screen, cell-based, luminescence, high throughput | activation, % at 9.1 µM | MG213 cells, MMTV-luciferase reporter, dexamethasone, overnight | AID 652017, 2013 | hit rate 1% among 370,000; in the data active = activation above about 7.8%;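 also: 0% = vehicle wells and 100% = reference activator wells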
ssDAF-12 act = S. stercoralis DAF-12 nuclear receptor activators, primary screen, cell-based, luminescence, HEK293, GRIP1 co-expression, lit1-tk-luc | Nuclear hormone receptor DAF-12 (Strongyloides stercoralis) | HEK293 ssDAF-12/GRIP1 lit1-tk-luc reporter; % of 3 µM dafachronic acid response | activation, % at 6.8 µM | hit rate 1% among 370,000;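 active = activation above the mean over all tested compounds plus 3 SD, cut at about 0.9% in these data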;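 also: 0% = DMSO-only wells and 100% = 3 µM delta7-dafachronic acid wells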
Starred values were filed as active, the others as inactive; · = not tested or not shown. Not a hit list; overall some 7% were active at least once.

Below each compound – FXN GAA850 act	NR1D1 modulator	HGIII-sPLA2 inh	PLCb3 inh	hcDAF12 agonist	DAX1 inh-1	hgDAF12 agonist	DAX1 inh-2	PG9 Ab binder	SMARCA2 activ	ssDAF-12 act
O=C(Nc1cccc([N+](=O)[O-])c1)NC1CCS(=O)(=O)C1 (stereo not drawn)
→ 1.0	-1	9	-8	0.2	-0.3	1.1	0.0	0.7	-3	-1.3
CC(NC1CCCC1)c1ccccc1 (stereo not drawn)
→ -1.9	0	0	0	-0.8	-0.5	2.7	-0.4	-0.5	0	-1.3
O=C(COc1cc(F)ccc1[N+](=O)[O-])NCCCc1ccccc1
→ -0.7	-4	-6	-4	-1.5	0.1	-1.7	0.8	-0.8	0	-2.3
O=C(Nc1cccc(Br)c1)c1ccc(CN2CCc3ccccc3C2)cc1
→ 1.4	-3	2	-19	-3.3	-1.9	-3.5	-6.6	0.7	-5	-2.4
CC(=O)CCn1cc([N+](=O)[O-])nc1C
→ 1.6	1	2	-2	0.6	-0.6	-0.8	-0.7	-2.7	1	-1.8
O=C(NCc1ccncc1)C(=O)C1C(=O)Nc2ccccc21 (stereo not drawn)
→ 2.8	0	0	4	3.9	-1.0	-0.9	2.2	-5.9	-1	0.5
CC1Cc2nc(SCC(=O)Nc3nc4ccccc4s3)n(C)c(=O)c2S1 (stereo not drawn)
→ 2.0	2	-14	3	-2.2	-1.4	-4.6	-0.8	1.2	-1	-1.6
Cc1nn2cnnc2c(C)c1Cc1c(F)cccc1Cl
→ -0.2	3	-3	-3	-1.6	0.8	-0.3	-0.3	-1.4	-1	-1.4
Cc1noc(C)c1NC(=O)N(C)C[C@@H]1Oc2ncc(Br)cc2C(=O)N([C@@H](C)CO)C[C@@H]1C
→ -0.6	5	0	1	0.0	0.2	-0.5	0.7	-1.3	-3	-0.9
CCC(C)NC(=O)CN1C(=O)NC2(CCc3ccccc3C2)C1=O (stereo not drawn)
→ 1.8	-7	5	-3	-1.6	0.3	0.0	-0.3	-0.9	-5	-1.1
CCOC(=O)N1CCC(Nc2c(-c3ccc(C)c(C)c3)c(=O)c2=O)CC1
→ 2.7	-3	-4	1	-2.7	0.3	-3.7	-0.7	1.5	-2	-0.5
O=C(NCCn1cccn1)C1CCC(=O)N(CC2CCCCC2)C1 (stereo not drawn)
→ 1.8	3	8	-7	-0.4	-0.9	-0.8	0.7	3.0	-2	-1.1
N#Cc1nc(-c2ccco2)oc1NCc1ccc(F)cc1
→ -0.7	-6	0	-64	-0.9	-0.5	-0.7	-1.2	0.7	0	-1.5
CCCCC(=O)N(Cc1nc2sc(C)c(C)c2c(=O)[nH]1)C1CCCC1
→ -0.4	-4	-7	-1	-1.3	0.2	-2.7	-0.3	-0.6	-2	-0.8
COC(=O)/C=C/c1ccccc1CN1[C@@H](CC(=O)OC)c2ccccc2S1(=O)=O
→ -1.2	5	-4	-1	-0.5	-0.5	-0.8	-0.2	-2.1	1	-1.4
CCc1ccc(NC(=O)CSc2nnnn2-c2cccnc2)cc1
→ -0.6	-3	-2	-3	-2.1	-0.6	-0.8	0.8	-0.1	-1	-0.6
CCN1CCCc2cc(CN(CCN3CCOCC3)C(=S)Nc3cccc(C)c3)ccc21
→ -1.0	-1	3	-24	-2.0	-0.8	3.6	-0.2	-3.6	-2	-2.0
Cc1ccnc(SCC(=O)N2CCc3ccccc32)n1
→ 1.7	-2	12	-8	-1.0	0.8	6.4	0.6	2.6	4	-0.2
COc1ccc(S(=O)(=O)N2CCCCC2)cc1NC(=O)Cn1cnc2c1c(=O)n(C)c(=O)n2C
→ 2.0	3	-4	4	1.1	-0.4	0.3	-0.5	-0.4	7	-1.0
O=c1[nH]snc1-c1c(Cl)cccc1Cl
→ -0.3	-6	5	4	0.7	1.6	0.0	2.6	2.0	1	0.2
CC1=NN(c2ccccc2)C(c2ccco2)C1 (stereo not drawn)
→ 0.2	3	2	-11	-0.4	0.0	-1.3	-1.3	-0.5	3	0.0
CCCN1CCN(CCCNC(=O)Cn2cc3c(n2)CCCC3)CC1
→ -0.2	4	6	9	0.7	0.7	2.6	1.0	-0.2	1	-1.0
CCN1CCn2c3c(c4cc(Br)ccc42)CCCC31 (stereo not drawn)
→ 1.0	1	6	-2	-0.6	-0.2	1.5	1.1	-2.6	2	-1.1
O=C(NCc1nnc(SCC(=O)N2CCOCC2)o1)c1c(F)cccc1Cl
→ 3.4	3	-1	-1	-1.5	-0.2	1.8	-0.7	-1.6	2	0.1
COc1ccc(N2C(=O)Cc3ccccc3C2=O)cc1
→ -0.6	0	-3	-8	0.8	-0.2	-1.4	-0.7	1.8	-1	-0.9
O=C(NC1CCN(S(=O)(=O)c2cccc(F)c2)CC1)c1ccc(F)cc1
→ -0.3	1	8	-9	-2.9	-0.4	4.2	0.8	-1.5	-2	-1.3
CC(=O)Nc1sc(N/N=C/c2ccc(C)cc2)nc1-c1ccc(C)cc1
→ 4.4	1	-7	-8	0.6	-0.2	1.0	1.4	-2.5	4	-0.8
CCOC(=O)c1nn(-c2ccc([N+](=O)[O-])cc2)cc1O
→ 3.8	6	0	-3	-0.3	1.6	1.6	2.4	-2.2	7	-1.2
CCn1c(=O)c2ccccc2n2c(SCC(=O)NCc3cccs3)nnc12
→ 0.2	1	6	-4	-0.1	0.1	-1.6	1.7	1.6	-3	-1.6
CC(C)Oc1ccc(C(=O)NC(C)(C)CO)cc1
→ 0.4	-4	0	1	-1.9	0.1	-1.4	-0.3	1.3	0	-0.9
COc1ccc(-n2c(SC(C)C(=O)Nc3ccc(NC(C)=O)cc3)nc3ccccc3c2=O)cc1OC (stereo not drawn)
→ 2.2	2	-1	-5	-1.5	-0.7	-2.9	-0.6	-2.9	-2	-0.4
COCCn1c(SC(C)C(=O)Nc2ncc(Cl)cc2Cl)nc2ccccc21 (stereo not drawn)
→ -5.3	0	8	3	-2.1	-1.1	-9.6	-2.8	-1.6	-2	-1.8
CC(=O)c1cccc(N=Nc2c(C)[nH]c3ccccc23)c1
→ 1.0	1	-2	-4	6.7*	-0.2	-1.1	-0.2	-1.0	3	1.4*
CCOc1c(C)cnc2c1c(=O)n(CC(=O)NCC1CCCO1)c(=O)n2C (stereo not drawn)
→ 1.4	0	0	-5	-2.2	-0.3	0.8	0.1	1.3	0	-0.9
CCn1c(=O)cc(OCC(=O)NCc2cccs2)c2ccccc21
→ -1.3	0	4	-2	-1.2	0.1	-3.4	1.8	-0.7	0	-1.3
O=c1c2ccccc2[nH]c(=S)n1CCN1CCc2ccccc2C1
→ 0.1	-3	11	-21	-1.5	0.3	-2.0	4.3*	-0.2	-4	-1.4
Nc1nc(Nc2cccc(Cl)c2)nc(NCCO)c1[N+](=O)[O-]
→ 4.1	-1	17	-2	-2.0	-0.2	-3.2	1.5	-0.7	-3	-0.1
CSc1nc(=O)n(CCC#N)nc1SC
→ ·	-1	3	12*	-2.0	0.5	2.6	·	0.6	-1	-0.8
CCOc1ccc(N=C(NC#N)SCC(=O)NC2CC2)cc1
→ 2.6	-1	-10	-9	0.5	0.2	3.2	1.5	0.0	-2	-0.4
O=[N+]([O-])c1ccc(Oc2ccc(Oc3ccc(C(F)(F)F)cn3)cc2)nc1
→ -1.2	4	-5	-5	-0.3	0.1	-0.1	1.5	-3.3	3	-2.0
O=C(C(=NNc1ccccc1)c1ccccc1)c1ccccc1
→ 0.2	-4	1	-1	-0.9	-3.0	4.6	-0.8	-0.2	2	-0.8
O=C1OC(COc2ccc(Br)cc2)CN1c1ccccc1 (stereo not drawn)
→ 0.9	7	-3	-2	-0.5	-0.5	-1.1	-0.3	-5.8	0	-1.1
CCCCC(=O)NC(=S)Nc1ccccc1N1CCCCC1
→ 0.6	-4	10	10	-0.6	0.3	-3.5	-0.5	-3.2	-4	-1.3
COc1ccc(NC(=O)c2ccc(S(=O)(=O)N(C)c3ccccc3)cc2)cn1
→ 3.0	1	-5	-7	-2.7	-1.9	-4.6	-2.5	-0.2	-5	-2.4
Cc1ccc(NCC(=O)N2CCN(S(=O)(=O)c3ccccc3)CC2)cc1F
→ -2.0	4	-5	1	-0.7	-0.5	-0.8	0.0	-0.8	-3	-0.9
N#Cc1cc2c(nc1SCC(=O)N1CCCCC1)CCCCC2
→ -0.4	0	-3	3	-3.0	-1.2	-3.7	-1.4	-0.1	-3	-2.1
CCCOc1ccccc1C(=O)Nc1ccc(S(=O)(=O)N2CCN(C)CC2)cc1
→ 0.7	2	-14	-4	-2.7	-0.7	-0.8	-3.8	-4.1	-1	-1.6

Assay outcomes as filed in PubChem BioAssay.
